# Screening data from PubChem.
# ssDAF-12 act: S. stercoralis DAF-12 activation, primary screen; HEK293 ssDAF-12/GRIP1 lit1-tk-luc reporter, luminescence; % of 3 µM dafachronic acid response; actives 1% (n = 370,000); activation, % at 6.8 µM; AID 652126;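 active = activation above the mean over all tested compounds plus 3 SD, cut at about 0.9% in these data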;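 also: 0% = DMSO-only wells and 100% = 3 µM delta7-dafachronic acid wells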
# GAA850 FXN act: frataxin GAA850 promoter activation. HEK293 lucGAA850 FXN promoter luciferase reporter, 24 h; percent of 10 µM SAHA response. activation, % at 6 µM. actives 0.56% (n = 360,000);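 active = activation above the average of all compounds screened plus 3 SD, cutoff fixed separately per campaign, cut at about 7.5% in these data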;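 also: 0% = DMSO wells and 100% = 10 µM SAHA wells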
# ADAM10 inh: ADAM10 inhibition, QFRET primary screen | O14672 | recombinant ADAM10, EDANS/DABCYL FRET peptide cleavage, 3 h | inhibition, % at 7 µM | actives 0.62% (n = 370,000);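 active = inhibition above a per-campaign cutoff equal to the mean of compounds falling between control-based bounds plus 3 SD, cut at about 20% in these data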;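 also: 0% = DMSO wells while the 100% control is not disclosed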
# Target sequence (O14672 214-748 limits assumed): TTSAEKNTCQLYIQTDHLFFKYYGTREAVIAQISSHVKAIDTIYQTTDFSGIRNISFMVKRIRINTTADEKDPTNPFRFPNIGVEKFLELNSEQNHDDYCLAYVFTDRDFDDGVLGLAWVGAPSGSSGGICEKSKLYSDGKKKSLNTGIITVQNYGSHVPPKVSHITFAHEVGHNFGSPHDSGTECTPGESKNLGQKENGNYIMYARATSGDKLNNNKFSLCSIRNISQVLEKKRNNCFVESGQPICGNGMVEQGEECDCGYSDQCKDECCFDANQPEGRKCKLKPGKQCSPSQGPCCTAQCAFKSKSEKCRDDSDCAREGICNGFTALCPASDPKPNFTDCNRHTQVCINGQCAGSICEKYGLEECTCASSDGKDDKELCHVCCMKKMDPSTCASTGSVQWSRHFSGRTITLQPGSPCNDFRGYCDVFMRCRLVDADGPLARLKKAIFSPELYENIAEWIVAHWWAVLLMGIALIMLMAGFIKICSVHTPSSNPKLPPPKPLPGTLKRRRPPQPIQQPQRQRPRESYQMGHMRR
# hcDAF12 agonist: activates DAF-12 receptor from parasite H. contortus; HEK293 hcDAF-12 lit1-tk-luc reporter, luminescence; 0% DMSO, 100% Δ7-dafachronic acid; activation, % at 6.8 µM; actives 1.4% (n = 370,000); AID 652067;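 active = activation above the mean of all tested compounds plus 3 SD, cut at about 5.5% in these data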;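 also: 100% = response to 3 µM Δ7-dafachronic acid high control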
# DAX1 inh-1: NR0B1 (DAX1) inhibition. inhibition, % at 6.75 µM. AID 504766. HEK293 Gal4-DAX1 luciferase reporter, luminescence. actives 0.99% (n = 340,000);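 active = inhibition above the mean over all tested compounds plus 3 SD, cut at about 4.2% in these data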;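 also: 0% = DAX1-transfected cells with DMSO and 100% = empty-vector control cells with DMSO; inhibition shows as a rise in luminescence from relieved DAX1 repression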
# PLC-gamma1 inh: blocks human PLC-gamma1 enzyme activity. P19174. purified PLC-gamma1, fluorogenic substrate, fluorescence. inhibition, % at 12.2 µM. actives 0.84% (n = 370,000). AID 720700; in the data active = inhibition above about 9.5%
# HGIII-sPLA2 inh: Blocks human group III sPLA2 activity. Q9NZ20. QFRET BODIPY PC-A2 liposome hydrolysis, fluorescence. inhibition, % at 12.2 µM. actives 0.56% (n = 370,000). AID 743126;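 active = inhibition above mean plus 3 SD of compounds lying within the high and low control bounds, cut at about 19% in these data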;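 also: 0% = median of test compound wells and 100% = no enzyme DMSO wells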
# Target sequence (Q9NZ20 whole entry, looked up): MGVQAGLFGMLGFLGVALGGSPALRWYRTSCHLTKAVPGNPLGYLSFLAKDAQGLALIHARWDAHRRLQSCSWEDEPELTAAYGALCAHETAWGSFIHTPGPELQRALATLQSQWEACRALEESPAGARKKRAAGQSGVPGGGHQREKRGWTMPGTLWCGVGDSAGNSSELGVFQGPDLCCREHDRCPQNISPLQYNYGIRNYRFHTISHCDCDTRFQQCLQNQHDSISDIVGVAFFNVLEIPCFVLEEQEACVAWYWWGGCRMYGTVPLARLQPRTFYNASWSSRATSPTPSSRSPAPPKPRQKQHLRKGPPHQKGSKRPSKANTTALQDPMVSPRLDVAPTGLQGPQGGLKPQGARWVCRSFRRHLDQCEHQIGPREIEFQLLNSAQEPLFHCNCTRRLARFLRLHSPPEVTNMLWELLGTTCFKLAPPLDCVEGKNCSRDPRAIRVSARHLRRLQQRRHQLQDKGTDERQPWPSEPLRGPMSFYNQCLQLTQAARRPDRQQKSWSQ
# PLCb3 inh: inhibitors of human phospholipase C beta3 | Q01970 | Purified PLC-beta3, fluorogenic substrate, fluorescence | inhibition, % at 12.2 µM | actives 0.18% (n = 370,000); in the data active = inhibition above about 11%;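 also: 0% = median of compound wells on plate and 100% = full blocker control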
# ADAM17 inh: inhibits human ADAM17; recombinant ADAM17, EDANS/DABCYL FRET peptide cleavage; P78536; AID 720648; actives 0.83% (n = 370,000); inhibition, % at 6.95 µM;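 active = inhibition above the mean of compounds lying between control limits plus 3 SD, set per campaign, cut at about 8.5% in these data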;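 also: 0% = DMSO-only wells as the low control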
# DAX1 inh-2: inhibitors of DAX1 repression of SF-1 activated StAR promoter; HEK293T StAR-luciferase reporter, SF-1/DAX-1 repression relief; inhibition, % at 6.8 µM; actives 1.1% (n = 370,000); AID 652010;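 active = inhibition above the mean over all tested compounds plus 3 SD, cut at about 3.6% in these data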;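 also: 0% = DAX-1 cells with DMSO and 100% = cells lacking DAX-1 with DMSO; higher inhibition means more luminescence from relief of DAX-1 repression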
# hgDAF12 agonist: hgDAF-12 agonism, primary luciferase screen; activation, % at 6.8 µM; HEK293 GAL4-hgDAF12 UAS-luciferase reporter, agonist luminescence; normalized to butyrate control; actives 1.8% (n = 370,000);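 active = activation above a cutoff set at the mean of all screened compounds plus 3 SD, cut at about 10% in these data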;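 also: 0% = DMSO wells and 100% = sodium butyrate wells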
# * = called active by the depositor; . = no result given.
# Second line of a record: ssDAF-12 act	GAA850 FXN act	ADAM10 inh	hcDAF12 agonist	DAX1 inh-1	PLC-gamma1 inh	HGIII-sPLA2 inh	PLCb3 inh	ADAM17 inh	DAX1 inh-2	hgDAF12 agonist
- CS(=O)(=O)N(CC(=O)N1CCC(C(N)=O)CC1)Cc1ccc(Cl)c(Cl)c1
→ -1.4	-0.3	3	-0.5	1.3	0	-4	-5	-2	-0.1	-0.4
- CCOC(=O)c1cnc(SC)nc1Oc1cccc(NS(=O)(=O)c2ccccc2)c1
→ -1.2	2.0	-4	0.3	1.4	0	-6	0	-4	0.5	1.4
- O=C(c1ccco1)N1CCN(C(=O)N2CCCCC2)CC1
→ -1.1	-0.6	1	-1.3	2.4	-1	2	-1	-2	0.2	-3.0
- Cc1nnc(SCCn2c(N3CC(C)CC(C)C3)nc3c2c(=O)[nH]c(=O)n3C)s1 (centres undefined)
→ -1.3	3.2	1	0.1	0.7	3	1	5	-3	-0.2	0.5
- CCN1C(=O)/C(=C/N2CCc3ccccc3C2)SC1=S
→ -0.8	5.2	2	1.4	0.2	1	1	-7	-1	0.5	2.8
- COc1ccc(-c2nc(CN3CCC(C(=O)N4CCOCC4)CC3)c(C)o2)cc1C
→ -1.2	0.8	-6	-1.4	0.1	1	1	-9	-2	-0.1	-0.1
- COc1ccc(-c2nn(-c3ccccc3)cc2/C=C(\C#N)S(=O)(=O)c2ccccc2)cc1OC
→ -1.5	2.5	-12	-1.9	0.1	-3	11	-7	2	-0.1	-3.4
- CCN(CC(=O)Nc1ccc(Br)c(C)c1)CC(=O)NC(C)C
→ -2.0	1.6	3	-1.3	0.3	3	-5	-5	-1	-0.8	-2.4
- O=C(Nc1cccc2ccccc12)OCc1ccccc1
→ -0.2	2.5	-26	2.6	1.1	-4	1	-6	-3	1.0	17*
- CCOC(=O)C1CCN(C(=O)N(C)C)CC1
→ -1.0	0.2	2	-1.8	1.3	1	1	6	-2	0.5	0.1
- CCc1nc2ccc(C(=O)N3CCN(C)CC3)cn2c1N(CCC(C)C)CCN(C)C
→ -1.1	-1.4	-8	-0.3	.	-1	0	-3	-5	0.5	-1.9
- COc1ccc(CCC(C)Nc2ccccc2F)cc1 (centres undefined)
→ -0.9	3.4	0	1.3	-1.3	-2	0	3	0	0.0	0.1
- O=C(O/C(=C/c1ccccc1)C(F)(F)F)c1ccccc1
→ -0.8	-0.6	-2	1.1	-0.8	0	1	1	-2	0.3	4.0
- CC(=O)Nc1ccc(NC(=O)C2CCC(N3C(=O)C4C5C=CC(C6CC56)C4C3=O)CC2)cc1 (centres undefined)
→ -1.2	-0.4	1	-0.1	0.5	2	3	-6	-2	-0.3	0.8
- CC12CCC(C(=O)Nc3cccc4ccccc34)(C1Br)C2(C)C (centres undefined)
→ -1.2	2.0	-6	-1.1	-0.9	3	-19	2	-4	0.1	0.2
- CNC(=O)c1c(NC(=O)CCS(=O)(=O)c2ccc(C)cc2)sc2c1CCN(C(=O)OC)C2
→ -1.1	-0.3	-64	-0.1	0.3	-11	-7	-11	-19	-0.9	-0.1
- O=C(COC(=O)c1ccccc1SCC(=O)N1CCCC1)NCc1ccc(F)cc1
→ -0.8	-1.5	-5	1.0	0.4	-2	5	-4	-4	0.7	4.0
- O=C(c1ccc(F)cc1Cl)N(Cc1ccco1)C1CCS(=O)(=O)C1 (centres undefined)
→ -0.9	0.3	2	0.5	-0.1	1	6	-9	-1	-0.8	-0.4
- Cc1cccc(Cn2cc(COC(=O)Nc3ccc(F)cc3)nn2)c1
→ -1.4	.	7	-2.4	.	2	-9	-2	4	1.4	-1.8
- Cc1cc(NS(=O)(=O)c2ccc(NC(=O)C(C)Oc3ccccc3Cl)cc2)no1 (centres undefined)
→ -0.7	-0.7	-5	0.5	0.9	-1	-25	-4	-3	2.5	0.6
- O=C(NC(=S)Nc1ccccc1O)c1ccccc1Cl
→ 1.5*	2.8	3	7.7*	0.2	-1	7	1	0	1.6	13*
- C[C@H](CO)N1C[C@H](C)[C@H](CN(C)S(=O)(=O)c2cccc(F)c2)Oc2cc(Br)ccc2S1(=O)=O
→ -1.1	3.9	7	-0.3	0.1	3	-13	4	5	-0.7	0.1
- COc1ccccc1N1CCN(Cc2nc(N)nc(Nc3ccccc3)n2)CC1
→ -0.5	1.4	-11	-2.4	-0.1	1	-1	1	-6	-0.5	-0.4
- CN(CC(=O)Nc1ccc2c(c1)OCCO2)Cc1nc2ccccc2c(=O)[nH]1
→ -1.2	-0.2	-18	0.1	0.0	-1	13	-10	-5	-0.8	2.4
- CN(C)c1ccc(N=Nc2ccccc2C(=O)OCC(=O)NCC2CCCCC2)cc1
→ -0.5	2.1	13	1.9	0.8	11*	14	2	6	0.5	3.6
- CN(CC(=O)Nc1ccc(Cl)c(Cl)c1)Cc1nnc(-c2ccc(F)cc2)o1
→ -0.3	-0.6	4	0.7	-0.1	0	-16	-9	1	-0.1	1.1
- CCCC1(CCC)NC(=O)N(CC(=O)N2CCc3ccccc32)C1=O
→ 0.4	2.8	2	2.1	0.4	-1	-2	-6	1	1.8	1.9
- Cc1[nH]n(-c2cccc(Cl)c2)c(=O)c1-c1ccccc1
→ 0.1	-0.6	14	2.4	0.2	5	7	-30	6	0.5	0.4
- COc1ccc(-c2c[n+](CC(=O)OC3CC(C)CCC3C(C)C)c3n2CCC3)cc1 (centres undefined)
→ -3.1	-4.7	3	-4.2	-1.9	7	-8	-2	-1	-5.1	-9.6
- O=C(NC(Cc1ccccc1)C(=O)O)/C(=C/c1ccc([N+](=O)[O-])cc1)NC(=O)c1ccc(Br)o1 (centres undefined)
→ -1.3	-2.5	-2	-2.4	-0.8	-19	0	-33	-2	-0.5	-0.6
- O=C(Nc1c(-c2ccccc2)nc2ncccn12)c1cc2ccccc2oc1=O
→ -1.4	-0.8	-30	-1.4	-0.4	-7	11	-10	-2	-0.3	-2.1
- CCCCn1c(SCC(=O)Nc2sc3c(c2C(N)=O)CCC3)nnc1-c1ccccc1
→ -1.7	1.9	6	-2.5	-1.5	-7	-18	-5	5	-1.2	-5.7
- CN(Cc1ccccc1)Cc1cc(=O)oc2ccccc12
→ -0.5	.	9	1.5	.	5	1	2	7	1.6	4.6
- O=C(NC1CC1)c1ccc2c(c1)C1C3CCC(C3)C1C(c1ccccc1)N2 (centres undefined)
→ -1.6	1.9	17	-2.7	-2.3	6	8	10	9.6*	-0.7	-4.1
- COc1ccc(C2=C(c3ccc(OC)c(OC)c3)CN3CCCCC3C2)cc1 (centres undefined)
→ -1.1	0.3	-8	0.1	-1.1	-7	-10	-6	0	0.1	0.4
- Cc1csc(=O)n1CC(=O)OCC(=O)Nc1ccc(F)c(F)c1F
→ -1.3	1.1	2	-0.9	0.8	1	6	3	1	0.5	-0.9
- O=C(c1ccco1)n1nc(-c2ccccc2)nc1NCc1ccco1
→ -1.2	2.0	0	0.6	0.0	4	4	1	1	0.2	1.9
- CC(C)[C@H](NC(=O)[C@@H]1Cc2ccccc2CN1C(=O)OC(C)(C)C)C(=O)NCc1ccco1
→ -0.8	-1.1	-1	-0.7	1.1	0	-4	-5	-1	0.3	3.0
- O=C1c2ccccc2C(c2nnnn2-c2ccc3c(c2)OCCO3)N1CCc1ccc(O)cc1 (centres undefined)
→ -0.6	.	3	0.4	.	4	-7	4	2	2.8	-1.3
- CCOc1ccc(/C=C2\SC(=S)N(CCC(=O)Nc3cccc(C(=O)O)c3)C2=O)cc1
→ -1.3	-3.1	5	1.8	-0.1	2	-4	-5	-1	-0.1	-1.7
- O=C(NC1CC1)C1CCC(=O)N1C1CCCC1 (centres undefined)
→ -0.6	-4.1	2	-1.5	-0.3	-4	5	1	-2	0.1	0.9
- Cc1cccc(NC(=S)NCc2ccccc2)c1C
→ -1.6	2.0	-3	-2.2	-0.1	1	13	-3	-5	-0.6	0.1
- NC(=O)c1ccccc1NC(=O)CN1CCN(Cc2ccccc2)CC1
→ -1.2	-2.4	-4	1.3	0.3	-1	1	1	1	0.1	0.9
- CCOC(=O)Nc1ccc(NC(=O)c2ccccc2F)cc1
→ -0.6	2.1	-1	-0.2	1.3	0	3	-1	-4	0.8	4.3
- O=C(CSc1nnc(-c2ccncc2)o1)N1CCc2ccccc2C1
→ -0.9	-0.1	-1	-0.5	-1.0	-1	1	-6	-5	0.1	-1.4
- CC12C(=O)N(c3cccc4cccnc34)C(=O)C1C1C=CC2C1 (centres undefined)
→ -1.1	-0.1	-1	-0.5	1.6	1	5	5	0	-0.4	-2.6
- CCN(CCNC(=O)C1CCN(S(=O)(=O)CC)CC1)c1ccccc1
→ -1.5	0.4	-4	-2.5	-0.3	-1	7	-2	-1	-0.2	-0.4
- Cc1cccn2c(=O)c(C=O)c(Sc3ncccn3)nc12
→ -1.4	0.0	-29	1.7	-2.1	-8	-4	-16	-10	0.7	-1.5
- COc1ccc(C(CNC(=O)c2ccc(C)c(S(=O)(=O)N3CCCCC3)c2)N(C)C)cc1OC (centres undefined)
→ -0.3	-3.0	-1	0.9	0.0	3	0	-9	-4	0.0	1.9
- Nc1nc(SCC(=O)c2c(N)n(Cc3ccccc3)c(=O)[nH]c2=O)n[nH]1
→ -1.2	3.0	-7	-0.6	2.7	-3	8	-4	-6	-0.3	-2.0
- CCCNC(=O)c1nn2c(C(F)(F)F)cc(-c3ccccc3)nc2c1Br
→ -1.7	1.6	-4	-1.4	0.0	-8	4	-49	-1	-0.4	-1.7
- Cc1cccc(NC(=O)c2cnn(-c3ccccc3)c2C)c1C
→ -0.5	4.6	-6	0.1	2.3	-1	2	-2	-4	0.8	2.8
- COc1cccc(-n2c(Cn3nc(C(F)F)cc3C(F)F)n[nH]c2=S)c1
→ -1.1	1.2	-6	-1.2	-0.8	3	12	2	-2	-0.1	-1.5
- O=C(COC(=O)C1(c2ccccc2)CCCC1)N1CCNC1=O
→ -0.6	2.5	-10	-2.2	-0.3	5	4	0	-4	-0.1	-0.8
- Cc1nn(-c2ccccc2)c2sc(C(=O)N3CCN(Cc4ccccc4)CC3)cc12
→ -1.1	.	1	1.5	.	-1	-11	-10	-1	0.8	1.8
- O=C(NNC(=O)c1ccccc1O)c1ccc(Cl)c(S(=O)(=O)N2CCCCC2)c1
→ -0.1	2.1	5	-0.3	0.0	-16	20*	-19	3	-0.4	-1.1
- CCOc1ccc(N(CC(=O)NCCSCc2ccccc2)S(C)(=O)=O)cc1
→ -1.1	0.8	5	-0.1	-0.7	0	-2	-1	-1	-0.9	-2.2
- Cc1cc(/C=N/NC(=O)c2ccc(O)cc2)c(C)n1C1CC1
→ -1.2	0.5	-6	-0.7	-0.2	-29	-16	-29	-2	-0.1	2.6
- CCC[C@H]1CC(=O)C=C(c2ccc(OC)cc2)ON1C(=O)OC(C)(C)C
→ -1.1	0.2	-8	-1.7	-1.4	-5	-13	-7	1	-1.6	0.1
- COc1cc(CN2CCC(CCC(=O)NC3CC3)CC2)cc(Cl)c1OC
→ -1.1	1.8	7	-0.1	5.2*	1	-4	0	-2	-0.4	1.5
